# BRCT PPI green: BRCA1 BRCT-phosphoprotein interaction inhibition; BRCA1 BRCT-phosphopeptide binding, green fluorescence polarization; P38398; actives 0.05% (n = 75,000); AID 875; Potency, µM (doses to about 76.9 µM), for inactives: at the highest dose activity change, negative = inhibition, most hits filed as inhibitors;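 note: potency is the fitted concentration of half-maximal effect; plate controls were peptide without protein for full effect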
# Target sequence (P38398 whole entry, looked up): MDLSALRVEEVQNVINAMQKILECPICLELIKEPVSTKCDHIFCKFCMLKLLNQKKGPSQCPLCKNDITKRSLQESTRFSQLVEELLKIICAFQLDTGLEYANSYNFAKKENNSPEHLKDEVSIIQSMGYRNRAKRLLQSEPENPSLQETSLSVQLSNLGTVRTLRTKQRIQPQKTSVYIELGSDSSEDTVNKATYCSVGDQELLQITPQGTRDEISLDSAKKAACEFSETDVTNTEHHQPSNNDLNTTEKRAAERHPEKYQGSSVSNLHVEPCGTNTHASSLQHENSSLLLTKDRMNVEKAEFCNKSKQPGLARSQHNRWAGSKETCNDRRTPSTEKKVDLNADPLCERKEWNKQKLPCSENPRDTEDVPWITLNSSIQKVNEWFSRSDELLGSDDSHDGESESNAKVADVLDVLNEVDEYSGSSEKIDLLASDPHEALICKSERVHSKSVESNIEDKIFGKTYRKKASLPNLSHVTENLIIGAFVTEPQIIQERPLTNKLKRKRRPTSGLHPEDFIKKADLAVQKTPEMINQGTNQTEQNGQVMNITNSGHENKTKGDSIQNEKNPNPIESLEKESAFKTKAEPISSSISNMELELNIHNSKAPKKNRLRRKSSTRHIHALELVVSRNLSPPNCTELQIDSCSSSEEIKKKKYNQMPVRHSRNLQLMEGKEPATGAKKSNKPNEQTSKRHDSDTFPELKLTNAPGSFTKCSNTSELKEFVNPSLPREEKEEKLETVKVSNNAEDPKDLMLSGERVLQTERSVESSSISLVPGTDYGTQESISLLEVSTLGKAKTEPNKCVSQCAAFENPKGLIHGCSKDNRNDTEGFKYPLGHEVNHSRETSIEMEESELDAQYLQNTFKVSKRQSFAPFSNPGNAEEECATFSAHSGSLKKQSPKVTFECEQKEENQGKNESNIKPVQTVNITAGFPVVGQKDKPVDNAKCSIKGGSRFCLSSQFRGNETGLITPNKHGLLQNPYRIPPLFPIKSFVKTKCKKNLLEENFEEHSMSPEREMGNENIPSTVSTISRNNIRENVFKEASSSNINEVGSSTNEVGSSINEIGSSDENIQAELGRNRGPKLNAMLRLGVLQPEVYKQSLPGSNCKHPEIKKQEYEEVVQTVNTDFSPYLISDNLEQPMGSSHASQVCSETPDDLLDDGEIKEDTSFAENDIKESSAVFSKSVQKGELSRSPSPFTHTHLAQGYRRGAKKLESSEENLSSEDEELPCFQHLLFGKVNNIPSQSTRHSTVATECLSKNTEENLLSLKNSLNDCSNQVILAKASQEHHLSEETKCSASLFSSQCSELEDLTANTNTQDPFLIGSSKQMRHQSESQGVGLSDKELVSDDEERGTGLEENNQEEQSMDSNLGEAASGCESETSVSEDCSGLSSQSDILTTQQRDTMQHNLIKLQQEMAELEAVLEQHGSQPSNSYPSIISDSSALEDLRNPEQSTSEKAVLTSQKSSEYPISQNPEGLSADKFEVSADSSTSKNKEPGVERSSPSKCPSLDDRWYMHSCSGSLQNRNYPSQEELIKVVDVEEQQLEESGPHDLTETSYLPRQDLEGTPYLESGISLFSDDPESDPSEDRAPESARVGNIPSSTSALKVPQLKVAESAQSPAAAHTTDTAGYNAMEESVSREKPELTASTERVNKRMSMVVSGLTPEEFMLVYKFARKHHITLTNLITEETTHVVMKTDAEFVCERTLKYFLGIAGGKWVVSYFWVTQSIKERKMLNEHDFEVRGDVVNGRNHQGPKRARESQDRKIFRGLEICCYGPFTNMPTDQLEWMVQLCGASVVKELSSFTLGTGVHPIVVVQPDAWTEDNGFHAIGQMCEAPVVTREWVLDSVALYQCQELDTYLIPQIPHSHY
#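 Fluorescence polarization: His-tagged BRCT (~35 kDa BRCA1 C-terminus, 250 nM) bound to 100 nM fluorescein-labeled phosphorylated 10-aa BACH1 peptide, pH 7.3 phosphate buffer with DTT and Tween 20. Compounds incubated 12 min at room temperature; inhibition read as lowered polarization.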
# Fluorescein fluor: fluorescein region autofluorescence; Compound autofluorescence, 480/540 nm, fluorescein-equivalent; stronger effect = higher value; max fluorescein-equivalent concentration, M; actives 0.91% (n = 59,000); in the data active = max fluorescein-equivalent concentration above about 10 nM; inconclusive = between about 1.1 nM and that limit
#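 Autofluorescence profiling; 100 mM Tris, pH 8.0; incubation 15 min at RT; ex/em 480/540 nm; result as fluorescein-equivalent concentration.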
# USP2a inhib: blocks human ubiquitin-specific protease USP2a; AID 927; Potency, µM (highest dose often 38.3 µM), for inactives: at the top dose activity change, negative = inhibition, hits mostly inhibitors; actives 0.1% (n = 60,000); USP2a enzymatic assay, qHTS inhibition;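 note: potency is the fitted concentration of half-maximal effect; nearly all actives have a fitted effect of over 60% in size; plate controls were DMSO for no effect and NEM full inhibition control for full effect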
#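 Coupled readout: USP2-cleaved Ub-PLA2 (20nM final) turns over NBD C6-HPC (20uM final), Ex 460nm/Em 535nm after 2.5 h, time-zero read flagging artifacts. Enzyme (20nM final, pH 8.0 Tris) given 30 min RT with compound first; NEM defines full inhibition.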
# Caspase-1 inhib: allosteric or competitive inhibitors of human caspase-1 | P29466 | Caspase-1 enzyme, Ac-WEHD-AFC fluorogenic rate | Potency, µM (top dose mostly 57.5 µM), for inactives: at the top dose activity change, negative = inhibition, actives largely listed as inhibitors | actives 0.03% (n = 75,000);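 note: potency is the fitted concentration of half-maximal effect; plate controls were vehicle for no effect and no substrate for full effect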
# Caspase-7 inhib: caspase-7 (human) inhibition, allosteric or competitive. P55210. recombinant caspase-7, Ac-DEVD-AFC fluorescence rate. Potency, µM (titrated, usually from 57.5 µM), for the others: at the top dose activity change, negative = inhibition, usual class: inhibitors. actives 0.02% (n = 75,000); active = well fitted inhibition curve with a large enough effect in the main read-out, with a control signal flat, not every such curve was filed as active; inconclusive = small, poorly fitted or top-dose-only effect, or a change in a side signal; note: potency is the fitted concentration of half-maximal effect; % of control where 0% means no effect
# HEK293 cAMP ctrl: counter-screen for TSHR agonists: cAMP increase in parental HEK293. parental HEK293 CNG cAMP sensor, membrane potential fluorescence. Potency, µM (highest dose often 57.1 µM), without a hit: at the highest dose activation, usual class: activators. actives 2.5% (n = 73,000); note: potency is the fitted concentration of half-maximal effect; % of control where 0% means no effect; nearly all actives have a fitted effect of over 55% in size
#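 Counterscreen for endogenous-receptor signalling: CNG-channel HEK 293 cells report cAMP rise by membrane depolarization. After 60 min dye equilibration with 100 uM RO 20-1724, compounds incubated 30 min before bottom-read fluorescence at 590 nm.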
# Ub-GFP proteasome: ubiquitin-GFP accumulation via proteasome inhibition; Ubiquitin-GFP reporter cells, proteasome inhibition, GFP fluorescence; response scale: untreated = 0%, 10 µM MG-132 = 100%; Potency, µM (top dose mostly 45.9 µM), without a hit: top-dose activation (GFP accumulation), most hits filed as activators; 67,000 tested, under 10 active; AID 526; active = well fitted activation curve with a large enough effect, not every such curve was filed as active; inconclusive = small, poorly fitted or top-dose-only effect, or another doubt; inactive = no such curve, though single readings can be large or run the other way; note: potency is the fitted concentration of half-maximal effect
#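 Proteasome blockade was scored as a rise in GFP-expressing U2OS cells carrying a ubiquitin(G76V)-GFP construct, imaged after 4 hr compound treatment at 37 °C across a 46 uM–2.9 nM series.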
# 4MU fluor: 4-MU region autofluorescence. actives 11% (n = 59,000). max dye-equivalent concentration, M. compound autofluorescence, 340/450 nm, 4-MU equivalents; stronger effect = higher value. AID 589; in the data active = max dye-equivalent concentration above about 10 nM; inconclusive = mostly about 1.1 nM to 9.6 nM
#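 Compounds in 100 mM Tris, pH 8.0, sat 15 min at room temperature before fluorescence was read at 340 nm excitation/450 nm emission; a per-plate six-point 4-MU standard curve converted signals to dye-equivalent concentration at each compound concentration.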
# BRCT inh red: BRCT-phosphoprotein interaction inhibition (red fluorophore); BRCT-phosphopeptide binding, red fluorescence polarization; actives 0.03% (n = 75,000); Potency, µM (top dose mostly 76.9 µM), without a hit: at the highest dose activity change, negative = inhibition, most hits filed as inhibitors; AID 892; note: % is set by controls: 0 for no effect and ±100 for the full control effect
#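 Fluorescence polarization: 100 nM His-tagged BRCA1 BRCT with 100 nM TAMRA-labelled phospho-BACH1 decapeptide, phosphate buffer pH 7.3 with 150 mM NaCl, DTT, 0.01% Tween 20; 12 min RT. Binding inhibition seen as FP decrease.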
# A350 autofl: compounds fluorescent in Alexa 350 spectral region; max dye-equivalent concentration, M; Compound autofluorescence, 340/450 nm, Alexa 350 dye-equivalents; stronger effect = higher value; actives 11% (n = 59,000); AID 590; in the data active = max dye-equivalent concentration above about 10 nM; inconclusive = mostly about 1.1 nM to 9.6 nM
# GFP derepression: epigenetic GFP locus derepression in mouse cells; mouse C127i GFP locus derepression, cytometry, 30 h; Potency, µM (top dose mostly 46.1 µM), without a hit: at the top dose GFP derepression (activation); actives 0.09% (n = 68,000); note: % of control where 0% means no effect
#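 Read-out is the number of GFP-positive cells, scored as fluorescent objects 20 to 120 um wide, reflecting derepression of a silenced CMV-GFP reporter in murine C127i cells after 30 h compound exposure at 37 C.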
# An asterisk follows results filed as active; i = inactive; u = inconclusive; x = no result given; [ ] = dose if it differs, or a comment. Unless noted, calls come from the whole dose curve; as a rule, active = well fitted curve in the direction sought with a large enough effect; inconclusive = small, poorly fitted or top-dose-only effect, or another doubt; inactive = no such curve, though single readings can be large; an effect the other way counts as inactive or inconclusive. An excerpt. The share of hits here may be higher or lower than overall.
SMILES,BRCT PPI green,Fluorescein fluor,USP2a inhib,Caspase-1 inhib,Caspase-7 inhib,HEK293 cAMP ctrl,Ub-GFP proteasome,4MU fluor,BRCT inh red,A350 autofl,GFP derepression
CC12CN3CC(C)(CN(C1)C3c1cc3ccccc3[nH]1)C2=O (stereo not drawn),-4.7%,u,-1%,1%,-1%,8%,1%,i,-2.2%,i,2%
COC(=O)C1=C(CSc2nc3ccccc3o2)NC(=O)NC1c1cc(C)ccc1C (stereo not drawn),-0.3%,i,37%[activator],-4%,-6%,21%,-2%,i,1.3%,i,-3%
Cc1ccc(-n2c(Cn3cnc4ccccc43)nnc2SCC(=O)O)cc1,-0.1%,i,-3%,1%,3%,7%,14%,i,0.5%,i,0%
O=C(CCS(=O)(=O)c1cccc2nonc12)NC1CCCCCC1,0.4%,i,0%,0%,1%,0%,8%,i,1.6%,i,-1%
COc1ccccc1C(=O)N1CCN(C(=O)c2ccncc2)CC1,-0.4%,x,-4%,-4%,3%,25µM*,0%,x,-0.3%,x,0%
COc1cccc(OC)c1C(=O)Nc1ccccc1C(=O)N1CCOCC1,-0.4%,i,16%,-5%,-2%,u,-2%,u,1.5%,u,-2%
Cc1ccccc1-c1nccc(Nc2ccc(F)cc2)n1,-4.5%,i,28%,-1%,-1%,-23%,-3%,i,1.5%,i,0%[9.22 µM]
O=C(OCC(=O)N1CCN(c2ccccc2)CC1)c1ccco1,-0.3%,u,-8%,-1%,-1%,0%,-1%,u,2.4%,u,3%
CCc1nc(C)cn1S(=O)(=O)c1ccc(Cl)c(Cl)c1Cl,1.0%,x,5%,-1%,0%,25µM*,10%,x,0.3%,x,-4%
O=C(Cn1nc(C(=O)O)c2ccccc2c1=O)NCCC1=CCCCC1,0.4%,i,14%,0%,-3%,21%,2%,i,0.5%,i,2%

# Quoted from the listing:
# Reading of Cc1ccccc1-c1nccc(Nc2ccc(F)cc2)n1 under BRCT inh red: 1.5%
# Reading of COc1ccccc1C(=O)N1CCN(C(=O)c2ccncc2)CC1 under USP2a inhib: -4%

# Other records.
SMILES,BRCT PPI green,Fluorescein fluor,USP2a inhib,Caspase-1 inhib,Caspase-7 inhib,HEK293 cAMP ctrl,Ub-GFP proteasome,4MU fluor,BRCT inh red,A350 autofl,GFP derepression
COc1ccc2c(CC(=O)Nc3ccc(OC)c(NS(=O)(=O)c4ccc(F)cc4)c3)coc2c1,2.5%,i,40%[activator],-4%,0%,-10%,-4%,i,1.9%,i,-3%
COc1ccccc1NC1=C(C)C(=O)CC1,-0.7%,x,-10%,-1%,0%,2%,16%,x,0.5%,x,-3%
NC(=O)c1ccccc1N/C=C/C(=O)c1ccccc1,1.3%,i,-5%,u,-22%,6%,0%,1.4e-08M*,0.9%,1.1e-08M*,0%
O=S(=O)(NCCc1csc(-c2cccnc2)n1)c1cccs1,-2.4%,x,x,2%,1%,u,-11%,x,-1.2%,x,x
CCCOc1ccc(C2/C(=C(\O)c3c(C)[nH]c(C(=O)OC)c3C)C(=O)C(=O)N2CCN(C)C)cc1 (stereo not drawn),-3.4%,i,19%,-9%,-14%,4%,-1%,i,-1.0%,i,0%
COc1cc(S(=O)(=O)Nc2ccccc2C)ccc1Cl,0.8%,u,-13%,2%,-1%,-2%,3%,i,1.0%,i,3%
Cc1cccc2c1N(CC(=O)OC(C)C)C(=O)C2=O,-3.0%,x,x,0%,1%,-9%,11%,x,-1.9%,x,x
CN(Cc1ccccc1)Cc1c(F)cccc1F,-0.4%,i,-3%,1%,0%,15%,-7%,i,0.0%,i,0%
O=C(Nc1ccc(C2CCCCC2)cc1)C1CCN(c2ncccn2)CC1,-2.6%,i,u,-1%,0%,3%,1%,i,0.2%,i,1%
CCn1c(=O)n(CC(=O)N(C)Cc2ccccc2)c(=O)c2ccccc21,0.3%,i,12%,3%,1%,-9%,0%,i,-0.5%,i,0%
COCCN1C(=O)c2oc3cc(C)c(C)cc3c(=O)c2C1c1ccc(O)cc1 (stereo not drawn),-1.4%,i,6%,0%,2%,1%,-5%,i,-0.5%,i,6%
N#Cc1c(NC(=O)c2nc3ncccn3n2)sc2c1CCCCC2,1.1%,i,7%,0%,-1%,-10%,6%,2.4e-08M*,-1.0%,1.8e-08M*,-2%
Cc1ccccc1-n1nnnc1SCc1ncc(-c2ccccc2)o1,-0.4%,u,0%,-3%,-12%,u,-3%,i,-0.1%,i,-1%
Cc1ccc2c(c1)NC(=O)C(CC(=O)O)O2 (stereo not drawn),-1.9%,x,x,-1%,-1%,8%,7%,x,-0.6%,x,x
COC(=O)c1cc2sc(Cl)cc2n1CC(=O)N1CCCc2ccccc21,-1.5%,i,38%[activator],0%,-4%,u,3%,u,0.1%,u,0%
Cc1cc(NS(=O)(=O)c2ccc(NC(=O)COc3ccccc3Cl)cc2)no1,-1.3%,i,-2%,1%,-1%,-2%,6%,i,0.9%,i,0%
CSc1nncn1/N=C/c1cc(Cl)ccc1F,-3.3%,i,0%,-2%,3%,8%,4%,i,-2.7%,i,4%
Cc1cc(Cl)cc(Br)c1OCCCCn1cncn1,0.5%,i,4%,3%,2%,6%,4%,i,0.2%,u,0%
COc1ccccc1N=c1oc2cc(O)ccc2cc1C(N)=O,19%,u,9%,2%,0%,5%,-6%,7.6e-07M*,-2.7%,9.2e-07M*,3%
O=C(c1ccc(-c2ccccc2)cc1)N1CCCC1,-1.9%,x,10%,0%,-2%,19%,8%,x,-0.9%,x,2%
O=C(CCS(=O)(=O)c1cccc2nonc12)NCCc1ccccc1,-0.2%,i,1%,-2%,0%,-4%,5%,i,-0.1%,i,-1%
CN1CCN(CCCNC(=O)c2cc3c(-c4ccc(Cl)cc4)nn(C)c3s2)CC1,4.1%,x,x,-2%,-3%,11%,10%,x,-1.8%,x,x
N=C(N)C(N=Nc1ccccc1)C(=N)N (stereo not drawn),-1.9%[15.4 µM],i,x,-2%[11.5 µM],-2%[11.5 µM],-1%[11.4 µM],5%[9.17 µM],i,1.3%[15.4 µM],i,3%[9.22 µM]
COC(=O)[C@@H]1CCCN1C(=O)[C@@H](C)CO,-1.6%[15.4 µM],x,x,-1%[11.5 µM],0%[11.5 µM],-7%[11.4 µM],x,x,-0.3%[15.4 µM],x,x
COC(=O)Nc1nc2c(s1)CCCC2,-0.7%,x,x,-1%,0%,u,x,x,-0.3%,x,x
O=C(Nc1ccccc1Cl)c1ccc2c(c1)N(Cc1ccc(F)cc1)C(=O)CS2=O (stereo not drawn),-0.7%,x,x,0%,-2%,u,-7%,x,-0.1%,x,-9%
Cn1c(=O)[nH]c(=O)c2c1nc(N1CCOCC1)n2CCN1CCOCC1,-1.4%,i,6%,1%,0%,-2%,x,i,-0.1%,u,0%
c1ccc2c(c1)nc(NCCN1CCOCC1)c1nncn12,-0.8%,x,x,1%,-1%,11%,3%,x,1.7%,x,-4%
CC1CN(S(=O)(=O)Cc2ccccc2)CC(C)O1 (stereo not drawn),0.1%,i,8%,0%,0%,2%,11%,i,2.1%,i,3%
O=C1CC(c2ccc(Cl)c(Cl)c2)CC(O)=C1C=NCCN1CCNCC1 (stereo not drawn),-3.4%,x,5%,-1%,-3%,6%,2%,x,2.0%,x,4%
COc1cc(C(=O)N2CCN(c3ncnc4sc(C)c(C)c34)CC2)cc(OC)c1OC,-0.3%,u,10%,0%,0%,u,-4%,i,0.9%,i,-1%
CC(=O)NC(CCC(=O)O)C(=O)O (stereo not drawn),-2.2%[3.08 µM],x,4%,1%,-7%,x,x,x,1.8%,x,x

# Structures from the list above that contain an aryl methoxy group (seven):
SMILES,BRCT PPI green,Fluorescein fluor,USP2a inhib,Caspase-1 inhib,Caspase-7 inhib,HEK293 cAMP ctrl,Ub-GFP proteasome,4MU fluor,BRCT inh red,A350 autofl,GFP derepression
COc1ccccc1C(=O)N1CCN(C(=O)c2ccncc2)CC1,-0.4%,x,-4%,-4%,3%,25µM*,0%,x,-0.3%,x,0%
COc1cccc(OC)c1C(=O)Nc1ccccc1C(=O)N1CCOCC1,-0.4%,i,16%,-5%,-2%,u,-2%,u,1.5%,u,-2%
COc1ccc2c(CC(=O)Nc3ccc(OC)c(NS(=O)(=O)c4ccc(F)cc4)c3)coc2c1,2.5%,i,40%[activator],-4%,0%,-10%,-4%,i,1.9%,i,-3%
COc1ccccc1NC1=C(C)C(=O)CC1,-0.7%,x,-10%,-1%,0%,2%,16%,x,0.5%,x,-3%
COc1cc(S(=O)(=O)Nc2ccccc2C)ccc1Cl,0.8%,u,-13%,2%,-1%,-2%,3%,i,1.0%,i,3%
COc1ccccc1N=c1oc2cc(O)ccc2cc1C(N)=O,19%,u,9%,2%,0%,5%,-6%,7.6e-07M*,-2.7%,9.2e-07M*,3%
COc1cc(C(=O)N2CCN(c3ncnc4sc(C)c(C)c34)CC2)cc(OC)c1OC,-0.3%,u,10%,0%,0%,u,-4%,i,0.9%,i,-1%
